# PTAP TSG101 blk: qHTS Assay for Iinhibitors of HIV-1 Budding by Blocking the Interaction of PTAP/TSG101; Fluorescence polarization, FITC-PTAP peptide / Tsg101 binding; Potency, µM (doses to about 115 µM), for the others: top-dose activity change, negative = inhibition, actives largely listed as inhibitors; 340,000 tested, under 10 active; active = well fitted inhibition curve with a large enough effect in the main read-out, with a control signal flat, not every such curve was filed as active; inconclusive = small, poorly fitted or top-dose-only effect, or effect the other way, or a change in a side signal; inactive = no such curve, though single readings can be large or run the other way; note: potency is the fitted concentration of half-maximal effect; % of control where 0% means no effect
#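 Fluorescence polarization binding of Tsg101 binding domain (10 uM final) to FITC-labeled PTAP peptide (50 nM final) in HEPES pH 7.5 buffer with NaCl, Tween 20, EDTA, TCEP. Compounds added before peptide; binding 20 min at RT.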
# ELG1 repair inh: qHTS screen for small molecules that inhibit ELG1-dependent DNA repair in human embryonic kidney (HEK293T) cells expressing luciferase-tagged ELG1 | hit rate 2.3% among 330,000 | HEK293T ELG1-luciferase reporter, luminescence, 16 h; DNA damage induced by 5-fluorouridine | AID 504467, 2011 | Potency, µM (top dose mostly 46.1 µM), for inactives: top-dose activity change, negative = inhibition, usual class: inhibitors; note: potency is the fitted concentration of half-maximal effect; % is set by controls: 0 for no effect and ±100 for the full control effect; nearly all actives have a fitted effect of over 55% in size
#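 5-Fluorouridine DNA damage + compound/DMSO, 2,000 cells/well, 16 h, 37 °C/5% CO2. ONE-Glo, 30 min RT, luminescence. Readout = decrease in reporter signal.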
# BCR signal inh: qHTS Assay to Find Inhibitors of Chronic Active B-Cell Receptor Signaling. ABC-DLBCL IkBa-CBG/CBR reporter, luminescence ratio, 4 h. Potency, µM (titrated, usually from 46.1 µM), inactives show at the highest dose ratio change, negative = lower green/red ratio, most hits filed as inhibitors. hit rate 0.05% among 340,000; active = well fitted inhibition curve with a large enough effect in the signal ratio, with a control signal flat, not every such curve was filed as active; inconclusive = small, poorly fitted or top-dose-only effect, or effect the other way, or a change in a side signal; the % refers to the signal ratio;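 note: potency is the fitted concentration of half-maximal effect; plate controls were basal doxycycline-induced cells for no effect and cells given 10 µM MG132 for full effect; MG132 reads +100%, hits lower the ratio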
#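 Cell line TMD8 (human ABC DLBCL), stably expressing tet-inducible CBG68-IkBa fusion and CBR; IMDM/0.5% FBS; cpd up to 46 uM; dox induction, 4 h, 37C/5% CO2; dual luminescence; green/red ratio; MG132 control.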
# ASM inhibitor: Inhibitors of Secretory Acid Sphingomyelinase (S-ASM): qHTS | Sphingomyelin phosphodiesterase (Homo sapiens), P17405 | Potency, µM (titrated, usually from 57.5 µM), inactives show at the top dose activity change, negative = inhibition, usual class: inhibitors | hit rate 0.006% among 340,000 | placental ASM, HMU-PC fluorogenic substrate, 60 min; note: potency is the fitted concentration of half-maximal effect
# Target sequence (P17405 47-631 limits assumed): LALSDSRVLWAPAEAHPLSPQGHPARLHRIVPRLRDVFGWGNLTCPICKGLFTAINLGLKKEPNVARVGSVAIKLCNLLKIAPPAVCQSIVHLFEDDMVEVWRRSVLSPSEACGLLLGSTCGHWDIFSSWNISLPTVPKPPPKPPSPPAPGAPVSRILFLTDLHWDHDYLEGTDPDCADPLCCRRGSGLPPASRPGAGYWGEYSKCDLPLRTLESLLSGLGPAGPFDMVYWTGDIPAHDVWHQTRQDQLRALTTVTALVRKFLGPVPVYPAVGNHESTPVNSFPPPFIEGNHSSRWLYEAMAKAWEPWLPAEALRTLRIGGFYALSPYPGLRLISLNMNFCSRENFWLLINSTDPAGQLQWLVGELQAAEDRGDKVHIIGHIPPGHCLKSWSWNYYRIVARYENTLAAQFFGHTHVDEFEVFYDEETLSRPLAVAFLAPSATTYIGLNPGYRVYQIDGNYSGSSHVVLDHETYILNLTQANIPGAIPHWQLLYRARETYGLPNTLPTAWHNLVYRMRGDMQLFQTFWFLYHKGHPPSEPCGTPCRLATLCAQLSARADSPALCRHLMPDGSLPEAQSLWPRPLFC
#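 Human placenta-derived ASM enzyme was preincubated with compound for 10 minutes at room temperature, then given fluorogenic substrate HMU-PC0 (9 uM final) for 60 minutes at 37 °C; a pH 10 stop preceded fluorescence reading at Ex 386/Em 447 nm.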
# A-T KAP1 phos: qHTS Assay for Identifying a Potential Treatment of Ataxia-Telangiectasia; Potency, µM (series often up to 57.5 µM), inactives show top-dose activation, actives largely listed as activators; […] A-T fibroblasts, KAP-1 phosphorylation AlphaLISA; neocarzinostatin DNA damage 30 min before lysis; hit rate 0.19% among 320,000; note: potency is the fitted concentration of half-maximal effect; % of control where 0% means no effect; nearly all actives have a fitted effect of over 45% in size
#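 ATM-like activity read as KAP-1 phosphorylation via AlphaLISA donor/acceptor antibody pairs after lysis and 6 hr at 25C. Cells were ATM-null patient fibroblasts ([…], hTERT), dosed 60 min, then exposed to the DSB inducer NCS for 30 min.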
# TSHR antag: Antagonists of the Thyroid Stimulating Hormone Receptor: HTS campaign | Thyrotropin receptor (Homo sapiens), P16473 | TSHR-expressing cells, TSH-stimulated cAMP HTRF, 2 h; hits give low values | activity change, negative = inhibition, % at 11.5 µM | hit rate 0.2% among 330,000 | AID 504810, 2011;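 active = activity change below a set negative limit, meaning inhibition stronger than a set level, cut at about -70% in these data; inconclusive = activity change between two set negative limits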; note: % is set by controls: 0 for no effect and ±100 for the full control effect
#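 Read-out is FRET at 665 nm (cryptate excitation 337 nm) from a cryptate-tagged anti-cAMP antibody, competed by cell cAMP against cAMP-d2. Compounds are tested on freshly harvested TSHR cells challenged with 4nM TSH (EC80) for 2 hours at 37 deg C.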
# Eya2 inh: qHTS Assay for Inhibitors of the Phosphatase Activity of Eya2; recombinant Eya2, OMFP fluorescence dephosphorylation (OMFP is methylfluorescein phosphate); AID 488837, 2010; hit rate 0.006% among 330,000; Protein phosphatase EYA2 (Homo sapiens), O00167; Potency, µM (series often up to 76.9 µM), for the others: top-dose activity, negative = inhibition, actives largely listed as inhibitors; note: potency is the fitted concentration of half-maximal effect; % is set by controls: 0 for no effect and ±100 for the full control effect
#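 Eya2 (0.2 uM) preincubated 10 min at ambient with compound, then OMFP substrate added at 50 uM; 10 min reaction in 50 mM HEPES pH 7.5, 50 mM NaCl, 5 uM MgCl2, 0.05% BSA, 1 mM DTT. Fluorescence read at Ex 485/Em 525 nm.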
# Tb PFK inh: qHTS Assay to Find Inhibitors of T. brucei phosphofructokinase; ATP-dependent 6-phosphofructokinase (Trypanosoma brucei brucei), O15648; T. brucei PFK, ADP-Glo luminescence; Potency, µM (highest dose often 57.5 µM), for the others: at the top dose activity, negative = inhibition, hits mostly inhibitors; hit rate 0.17% among 330,000;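 note: potency is the fitted concentration of half-maximal effect; 0% = uninhibited 1x PFK enzyme wells and -100% = no-enzyme wells; nearly all actives have a fitted effect of over 60% in size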
# Target sequence (O15648 whole entry, looked up): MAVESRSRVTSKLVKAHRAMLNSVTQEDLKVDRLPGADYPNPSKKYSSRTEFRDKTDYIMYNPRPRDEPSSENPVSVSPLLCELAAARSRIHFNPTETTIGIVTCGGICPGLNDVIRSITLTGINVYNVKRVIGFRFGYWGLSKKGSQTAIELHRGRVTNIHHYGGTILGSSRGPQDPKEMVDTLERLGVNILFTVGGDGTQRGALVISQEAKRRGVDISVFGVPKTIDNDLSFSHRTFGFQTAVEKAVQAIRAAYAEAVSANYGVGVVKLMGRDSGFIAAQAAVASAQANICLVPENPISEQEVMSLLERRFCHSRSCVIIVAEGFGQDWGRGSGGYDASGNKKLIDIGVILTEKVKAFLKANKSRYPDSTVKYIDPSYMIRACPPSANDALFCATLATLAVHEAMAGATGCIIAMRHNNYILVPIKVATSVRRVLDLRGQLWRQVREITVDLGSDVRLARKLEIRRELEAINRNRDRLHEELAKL
#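 In TEA buffer at pH 8.0 with 5 mM MgCl2, enzyme (1.25 nM) converted F6P (0.5 mM) and ATP (0.1 mM) for 45 min at room temperature. ADP product was read by luciferase luminescence.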
# a7 integrin act: qHTS for Activators of Integrin-Mediated Alleviation for Muscular Dystrophy; AID 624291, 2012; alpha7betagal myoblasts, beta-gal FDG fluorescence, 48 h; Potency, µM (doses to about 38.3 µM), for the others: at the top dose activation, hits mostly activators; hit rate 0.064% among 350,000;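 note: potency is the fitted concentration of half-maximal effect; 100% = response of the positive control SU9516; nearly all actives have a fitted effect of over 60% in size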
#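 Alpha7betagal+/- myoblasts (passage 13) were plated 16-24 hr, then exposed to compounds (1:260 dilution of DMSO stock) for 48 hours at 37C. After MPER lysis, β-galactosidase reporter activity was read as FDG fluorescence (ex 480/em 540) after 30 minutes.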
# Mito fusion yeast: qHTS Assay for Small Molecule Inhibitors of Mitochondrial Division or Activators of Mitochondrial Fusion. S. cerevisiae fusion-defective mutant growth rescue, CellTiterGlo 48 h. Potency, µM (top dose mostly 46.1 µM), for the others: at the highest dose growth rescue (activation), most hits filed as activators. hit rate 0.23% among 320,000. AID 485298, 2010;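 note: potency is the fitted concentration of half-maximal effect; % of control where 0% means no effect; nearly all actives have a fitted effect of over 45% in size; temperature-sensitive fusion mutants such as fzo1-1 at 37 °C on non-fermentable ethanol glycerol medium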
#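 Luminescent cell viability in 1536-well qHTS format served as the measure of rescued growth in ts fusion-mutant S. cerevisiae cultured on non-fermentable YPEG for 48 hours at 37C.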
# TCR act: Activators of T cell receptors: qHTS campaign; primary human leukocytes, anti-CD3, IL-2 HTRF, 48 h; Potency, µM (highest dose often 9.22 µM), for inactives: at the top dose activation of IL-2 secretion, actives largely listed as activators; 330,000 tested, under 10 active; note: % of control where 0% means no effect
#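 Compounds are tested in HTS on primary human leukocytes co-incubated with a-CD3 beads for 48 hr. IL-2 output is measured by time-resolved FRET.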
# Active calls of the source: *; i = inactive; ? = inconclusive; . = no result given; [ ] = another dose, or the depositor's remark. Unless noted, calls come from the whole dose curve; as a rule, active = well fitted curve in the direction sought with a large enough effect; inconclusive = small, poorly fitted or top-dose-only effect, or another doubt; inactive = no such curve, though single readings can be large; an effect the other way counts as inactive or inconclusive. Not a hit list; overall some 3.2% were active at least once.
# Screens in order: PTAP TSG101 blk, ELG1 repair inh, BCR signal inh, ASM inhibitor, A-T KAP1 phos, TSHR antag, Eya2 inh, Tb PFK inh, a7 integrin act, Mito fusion yeast, TCR act
Nc1ncnc2c1ncn2[C@@H]1O[C@H](CO)C[C@@H]1O
 : ., ., -12%, ., ., -6, 0%, -1%, ., -4%, .
CC1(C)CC(=O)C(C(c2ccccc2F)C2C(=O)CC(C)(C)CC2=O)C(=O)C1
 : -2%, 22%, -1%, 2%, -2%, 33, 10%, -6%, -22%, -1%, -1%
N#C/C(=C\C=C\c1ccccc1)C(=O)Nc1ccccc1
 : 0%, 5%, -11%, 1%, 6%, 0, -9%, 1%, -34%[inhibitor], 11%, 8%[46.1 µM]
N=c1n(CCN2CCCC2)c2ccccc2n1CC(O)c1ccc(Cl)c(Cl)c1 (stereo not drawn)
 : -2%, ?, ?, 2%, -2%[11.5 µM], 1, -2%, -1%, -72%[inhibitor], -3%, 5%
CC1=CCC2C(=O)N(c3cccc(C(=O)Nc4ccccc4Cl)c3)C(=O)C2C1 (stereo not drawn)
 : 3%, 0%, 1%, 2%, -3%, 18, -9%, 1%, -22%, 5%, 4%
S=c1[nH]nc(COc2ccc(Cl)cc2)n1-c1ccc(Cl)cc1
 : -1%, -9%, 0%, -4%, -5%, -20, 1%, -2%, ?, 2%, .
Cc1cc(=O)oc2c(C)c(OC(C)C(=O)NCCCn3ccnc3)ccc12 (stereo not drawn)
 : -2%, ?, ?, 4%, -6%, -2, 3%, 1%, 35%, 9%, 7%
O=C(NC1CCCCC1)c1ccc(COCC(F)(F)F)o1
 : -5%, 4%, 0%, 2%, 3%, 0, 0%, -1%, 20%, 2%, -1%
Cc1nc2c(S(=O)(=O)c3ccccc3)cnn2c(C)c1C
 : -3%, -3%, 6%, 0%, 2%, 5, -5%, 2%, 10%, -2%, .
S=C(c1ccc(-c2ccccc2)o1)N1CCCCC1
 : -3%, ?, 1%, -5%, 9%, -14, 1%, ?, -6%, 3%, -2%
CCC(C)C1NC(=S)N(C2CCCCC2)C1=O (stereo not drawn)
 : 1%, -6%, 4%, -3%, 3%, -19, -14%, 4%, 23%, -4%, 9%
CC(=O)c1cn(-c2ccc(Cl)cc2)c(=O)n(Cc2ccc(F)cc2)c1=O
 : 0%, -1%, 1%, -3%, 5%, -4, -13%, -1%, 5%, -5%, -2%
CC(=O)c1cccc(OCc2cc(C(=O)N(C)Cc3cnccn3)no2)c1
 : -5%, ?, -2%, 1%, 7%, -7, -10%, ?, -19%, 3%, 1%
CCOC(=O)c1cc(-c2ccccc2)n(CC(=O)Nc2cc(OC)cc(OC)c2)c1C
 : -3%, -21%, ?, -7%, -4%, -3, 3%, -4%, -37%, -3%, 1%[46.1 µM]
Cn1c(N)c(C(=O)COC(=O)/C=C/c2ccccc2Cl)c(=O)n(C)c1=O
 : 1%, ?, -1%, -18%, 6%, 138, 20%, 0%, -34%, -7%, 0%

# Brought forward from above: 3 compounds, followed by the next part.
SMILES | PTAP TSG101 blk | ELG1 repair inh | BCR signal inh | ASM inhibitor | A-T KAP1 phos | TSHR antag | Eya2 inh | Tb PFK inh | a7 integrin act | Mito fusion yeast | TCR act
CC(=O)c1cccc(OCc2cc(C(=O)N(C)Cc3cnccn3)no2)c1 | -5% | ? | -2% | 1% | 7% | -7 | -10% | ? | -19% | 3% | 1%
CCOC(=O)c1cc(-c2ccccc2)n(CC(=O)Nc2cc(OC)cc(OC)c2)c1C | -3% | -21% | ? | -7% | -4% | -3 | 3% | -4% | -37% | -3% | 1%[46.1 µM]
Cn1c(N)c(C(=O)COC(=O)/C=C/c2ccccc2Cl)c(=O)n(C)c1=O | 1% | ? | -1% | -18% | 6% | 138 | 20% | 0% | -34% | -7% | 0%
C=CCn1c(Oc2ccccc2F)nc2c1c(=O)n(C)c(=O)n2C | -4% | 4.1µM* | ? | 0% | 10% | 11 | -12% | 1% | 14% | 1% | 5%
Cc1ccc(N2CC(=O)N(NC(=O)c3sc4nc(C)cc(C)c4c3N)CC2=O)cc1 | -12% | 3% | ? | 47%[activator] | -1% | -10 | 0% | 3% | 5% | -1% | -12%
CN(C)C(=O)NC(Nc1ccc(Cl)cc1Cl)C(Cl)(Cl)Cl (stereo not drawn) | 0% | 2% | 4% | -7% | 7% | -5 | 2% | -6% | 12% | 17% | 0%
CC(C)N(C(=O)[C@H]1CC(CC(=O)NCCCn2ccnc2)C(=O)N2CCc3c([nH]c4ccccc34)[C@]12C)C(C)C (stereo partly drawn) | -2% | 3% | -1% | 0% | -3% | 6 | -20% | -4% | 6% | . | -3%
O=C(NCc1ccc(Cl)cc1)C(=O)c1c[nH]c2ccccc12 | 1% | 7% | -7% | ? | 2% | -3 | -8% | -5% | 18% | -4% | -2%
CC(=O)N1CCc2cc(Br)cc(S(=O)(=O)N3CCCCCC3)c21 | -3% | ? | 1% | -1% | 4% | -9 | -12% | 5% | 11% | 9% | -2%
COc1nc(N)nc(CC(=O)C2CC2)n1 | -5% | -4% | 0% | 303% | 2% | -5 | 11% | 4% | 6% | 0% | -4%
CCOc1cc(C2C(C(=O)OC)=C(C)N=C3SC(C)C(=O)N32)ccc1OC(C)=O (stereo not drawn) | 0% | ? | 8% | 0% | -6% | -4 | -2% | -4% | -4% | 1% | 4%
COc1nc(OC)nc(N2CCC(C(=O)Nc3cccc4c3CCCC4)CC2)n1 | -6% | 16% | -5% | -1% | -5% | 4 | 19% | 0% | 21% | 0% | 2%
O=C(CCNS(=O)(=O)c1ccc(Br)cc1)NCc1ccco1 | -1% | ? | -4% | 0% | -4% | . | 6% | -7% | 8% | -5% | -21%
Cc1ccc(Sc2ccc(N)cn2)cc1 | 1% | ? | ? | 0% | 12% | 4 | -2% | 1% | -31%[inhibitor] | 0% | -8%
O=C(Nc1ccc(F)cc1)N(Cc1nnc2n1CCCCC2)c1ccccc1 | -8% | -2% | -1% | 3% | 1% | -4 | 15% | 0% | -7% | -3% | -7%
Cc1cc(C)nc(NC(=O)c2ccc([N+](=O)[O-])o2)n1 | -5% | -9% | 2% | i | 5% | 4 | -3% | -24% | -46%[inhibitor] | -5% | -5%[46.1 µM]
CC(C)Cn1c(SC(C)C(=O)NCC2CCCO2)nc2ccc(Cl)cc2c1=O (stereo not drawn) | -1% | -2% | 5% | -1% | 3% | 11 | -6% | -1% | -22% | -5% | 4%
COc1cccc(OC)c1C(=O)N1CCN(Cc2cccnc2)CC1 | -2% | -1% | 7% | 6% | 4% | 4 | 5% | -3% | ? | -2% | -3%
COCCNC(=O)CN1CCN(C(c2ccccc2)c2ccccc2)CC1 | -2% | -1% | 7% | 3% | 1% | -2 | -6% | 2% | 10% | 4% | 0%
Cc1ccc(S(=O)(=O)NCC2(c3ccccc3)CCN(C)CC2)cc1 | 1% | -2% | ? | -1% | -3% | -1 | 5% | 1% | 21% | 3% | -5%

# Screens: PubChem, National Center for Advancing Translational Sciences (NCATS)
